Bioassay records as filed in PubChem BioAssay.
aSyn yeast inh = qHTS of alpha-syn Inhibitors | hit rate 0.14% among 370,000 | Yeast expressing alpha-synuclein, growth rescue, BacTiter-Glo, 24 h | Potency, µM (titrated, usually from 46.1 µM), for the others: at the top dose growth rescue (activation), actives largely listed as activators; note: potency is the fitted concentration of half-maximal effect; % of control where 0% means no effect; nearly all actives have a fitted effect of over 65% in size
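Readout is rescue of growth in alpha-synuclein-expressing yeast, so inhibitors of toxicity appear as activators. Growth after 24 hr at 30 deg C in galactose medium is quantified by luminescence.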
GLP1R ag = qHTS of GLP-1 Receptor Agonists | Glucagon-like peptide 1 receptor (Homo sapiens), P43220 | AID 624172, 2012 | hit rate 0.007% among 380,000 | Potency, µM (top dose mostly 45.6 µM), inactives show at the highest dose activation, most hits filed as activators | HEK293 GLP-1R CRE-luciferase, luminescence, 4-6 h; cells express a hypersensitive GLP-1R form; note: potency is the fitted concentration of half-maximal effect; % of control where 0% means no effect
Target sequence (P43220 whole entry, looked up): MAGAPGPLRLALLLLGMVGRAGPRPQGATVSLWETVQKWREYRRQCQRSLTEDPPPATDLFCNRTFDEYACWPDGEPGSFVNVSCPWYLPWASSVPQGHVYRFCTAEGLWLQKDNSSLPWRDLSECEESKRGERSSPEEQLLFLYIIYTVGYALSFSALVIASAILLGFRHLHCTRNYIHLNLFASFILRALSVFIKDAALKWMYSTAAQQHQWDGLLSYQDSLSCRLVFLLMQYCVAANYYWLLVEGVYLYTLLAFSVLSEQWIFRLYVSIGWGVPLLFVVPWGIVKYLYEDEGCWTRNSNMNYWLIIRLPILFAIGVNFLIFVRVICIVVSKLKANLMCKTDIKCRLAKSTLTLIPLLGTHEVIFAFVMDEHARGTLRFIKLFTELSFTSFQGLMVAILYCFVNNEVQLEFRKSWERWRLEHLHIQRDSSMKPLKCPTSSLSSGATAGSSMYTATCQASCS
Akt phos inh = HTS Assay for Inhibitors of Akt Phophorylation: Primary Screen; hit rate 0.32% among 360,000; AID 651550, 2012; activity change, % for hits at 50 µM; Neuro2A IGF-stimulated pAkt S473 HTRF, 20 min; stronger effect = lower value; in the data active = activity change below about -80%; inconclusive = mostly about -51% to -80%; note: % is set by controls: 0 for no effect and ±100 for the full control effect
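Single-point screen (50 µM final compound) in Neuro2A cells stimulated 20 min with 6 nM IGF at 37 deg C. After lysis, Ser473-phosphorylated Akt read by HTRF (ex 330 nm, em 615/665 nm) as the 665/615 ratio.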
FUS yeast rescue = qHTS for Suppressors of FUS Proteinopathy: Primary screen using FUS-linked yeast assay. S. cerevisiae FUS-expressing, growth rescue, OD600, 24 h. Potency, µM (series often up to 76.6 µM), for the others: at the top dose growth rescue (activation), usual class: activators. AID 1347120, 2019. hit rate 0.24% among 390,000;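 note: potency is the fitted concentration of half-maximal effect; plate controls were DMSO vehicle for no effect and reference control for full effect; nearly all actives have a fitted effect of over 55% in size; some results filed as inactive show a strong effect at the top dose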
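Steps: raffinose overnight preculture; dilution to OD 0.005 in 2% galactose minimal medium; compound addition (concentration series); 24hr at 30C, 99% humidity; absorbance read at 600 nm.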
Abeta yeast res = qHTS for compounds that reverse cellular toxicity of Amyloid beta (A-beta) peptide in yeast: Primary Screen; yeast expressing A-beta42, growth rescue, OD600, 48 h; response scale: 0% DMSO, 100% iron-clioquinol control; Potency, µM (series often up to 46.1 µM), for the others: at the top dose growth rescue, actives largely listed as activators; hit rate 0.063% among 410,000; note: potency is the fitted concentration of half-maximal effect; nearly all actives have a fitted effect of over 55% in size
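Yeast A-beta toxicity model in growth medium with pinned compounds, 48 h at 30 C; growth read as absorbance at 600 nm. Normalized to FeCl3/clioquinol equimolar mix (positive) and DMSO (negative).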
GLP-1R inv ag = qHTS of GLP-1 Receptor Inverse Agonists (Inhibition Mode); Potency, µM (titrated, usually from 38.3 µM), inactives show top-dose activity change, negative = inhibition, most hits filed as inhibitors; HEK293 GLP-1R CRE-luciferase, luminescence, 24 h; GLP-1R form is constitutively active; Glucagon-like peptide 1 receptor (Homo sapiens), P43220; AID 624417, 2012; hit rate 1.6% among 410,000; note: potency is the fitted concentration of half-maximal effect; % is set by controls: 0 for no effect and ±100 for the full control effect; nearly all actives have a fitted effect of over 55% in size
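Constitutively active GLP-1R drives a cAMP-responsive luciferase in stably transfected HEK293 cells; test compounds are added after overnight (12 h) attachment and left 24 hr, and signal loss in luminescence marks inhibition.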
D3 antag = qHTS of D3 Dopamine Receptor Antagonist: qHTS; D(3) dopamine receptor (Homo sapiens), P35462; hit rate 2.5% among 360,000; D3R cells, DiscoveRx beta-arrestin luminescence, antagonist mode; stronger effect = lower value; max response, negative = inhibition, %; in the data active = max response below about -50%; inconclusive = no clear call, values can overlap the other calls; note: % is set by controls: 0 for no effect and ±100 for the full control effect; mostly tested at two doses, the higher about 12 µM
Target sequence (P35462 whole entry, looked up): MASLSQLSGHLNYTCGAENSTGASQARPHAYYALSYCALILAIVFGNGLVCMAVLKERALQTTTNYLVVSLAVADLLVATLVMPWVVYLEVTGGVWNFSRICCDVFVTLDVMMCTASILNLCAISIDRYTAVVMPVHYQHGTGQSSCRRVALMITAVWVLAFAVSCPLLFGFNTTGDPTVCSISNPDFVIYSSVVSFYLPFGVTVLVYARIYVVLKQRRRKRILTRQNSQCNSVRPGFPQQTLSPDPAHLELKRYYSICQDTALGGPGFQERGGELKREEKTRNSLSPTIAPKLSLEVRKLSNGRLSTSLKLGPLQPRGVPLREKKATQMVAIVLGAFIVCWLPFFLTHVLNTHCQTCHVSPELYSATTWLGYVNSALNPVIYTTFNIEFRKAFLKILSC
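Cells plated overnight at 1500 cells/well, then exposed to library compounds with dopamine controls for 90 minutes at 37 degrees C. DiscoveRx reagent added for 30–60 minutes at room temperature; luminescence read, quantitative HTS format.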
TDP-43 yeast inh = qHTS of TDP-43 Inhibitors; TDP-43 expressing yeast growth rescue, BacTiter-Glo, 24 h; Potency, µM (titrated, usually from 46.1 µM), for the others: at the top dose growth rescue (activation), actives largely listed as activators; hit rate 1.8% among 410,000; note: potency is the fitted concentration of half-maximal effect; % of control where 0% means no effect; nearly all actives have a fitted effect of over 50% in size
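Galactose-induced TDP-43 yeast, OD600=0.02, compound pinned; 24 hr, 30 deg C; BacTiter-Glo luminescence for growth. Inhibitors of TDP-43 toxicity read as activators.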
PTHR1 agonist = qHTS for PTHR1 Agonists: Primary Screen; HEK293 GP2 PTHR1 cells, GloSensor cAMP luminescence, 1 h; Parathyroid hormone/parathyroid hormone-related peptide receptor (Homo sapiens), Q03431; hit rate 0.075% among 410,000; Potency, µM (highest dose often 115 µM), for inactives: at the top dose activation, usual class: activators; note: potency is the fitted concentration of half-maximal effect; nearly all actives have a fitted effect of over 55% in size; some results filed as inactive show a strong effect at the top dose; inactives centre near -15; many of its hits are not listed in these tables
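HEK-293-derived GP2 cells expressing PTHR1 and a GloSensor cAMP reporter, 3,000/well, plated overnight, given luciferin plus IBMX (each 0.5 mM as added) for 1 h at 37 °C, then compound for 1 h at 37 °C. Luminescence was read after 15 min at room temperature.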
* marks the source's active call; other numbers are inactive results; i = inactive; ? = inconclusive; · = no result given; [ ] = another dose, or the depositor's remark. Unless noted, calls come from the whole dose curve; as a rule, active = well fitted curve in the direction sought with a large enough effect; inconclusive = small, poorly fitted or top-dose-only effect, or another doubt; inactive = no such curve, though single readings can be large; an effect the other way counts as inactive or inconclusive.

SMILES	aSyn yeast inh	GLP1R ag	Akt phos inh	FUS yeast rescue	Abeta yeast res	GLP-1R inv ag	D3 antag	TDP-43 yeast inh	PTHR1 agonist
COc1ccc(S(=O)(=O)N2Cc3ccccc3CC2C(=O)O)cc1 (configuration not stated)	·	-7%	·	16%	9%	2%	9	4%	i
O=C(N/C(=C\c1ccccc1)C(=O)N1CCOCC1)c1ccccc1Cl	3%	-2%	i	4%	-4%	7%	15	16%	i
COc1ccc2c(c1)CCc1c(C(=O)Nc3cnn(Cc4ccc(Cl)cc4Cl)c3)noc1-2	·	·	·	-8%	-6%	6%	·	-2%	10%
Cc1ccccc1NCN1C(=O)C2CCC(C)(C1=O)C2(C)C (configuration not stated)	1%	11%	i	-13%	3%	-8%	-9	-22%	i
COCCN1CSC(=S)N(Cc2ccco2)C1	-20%	-2%	i	26%	0%	-12%	15	-4%	-9%
Cc1ccc(NC(=O)CSc2nc(=O)n(CCN3CCOCC3)c3c2CCC3)cc1Cl	·	·	·	-3%	6%	1%	·	0%	-28%
Cn1c(CNS(=O)(=O)c2ccc(F)cc2)n[nH]c1=S	1%	-1%	i	2%	6%	18%	-9	6%	-4%
COc1ccc(CCNC(=O)CNC(=O)Cn2cnc3sc(C)c(C)c3c2=O)cc1OC	0%	4%	i	-4%	1%	5%	-2	-5%[0.397 µM]	i
NC(=S)N/N=C/c1ccccc1OCc1cccc(Cl)c1	7%	2%	i	2%	?	?	?	16%	-94%[inhibitor][57.5 µM]
O=C(COC(=O)c1ccncc1)Nc1cccc2ccccc12	8%	0%	i	-7%	-14%	10%	20	20%	i
CCc1nc2c(OCc3cccc(Cl)c3)cccn2c1N(C)C(=O)C1CC1	10%	4%	·	4%	-26%	?	-24	-5%	?
Cn1c(SCC(=O)NCc2ccc3c(c2)OCO3)nnc1C1COc2ccccc2O1 (configuration not stated)	3%	2%	i	6%	22%	?	18	1%	-6%[57.5 µM]
CCOC(=O)COc1ccccc1/C=N\NC(=O)c1cc2c(ccc3ccccc32)o1	-4%	4%	i	21%	-7%	?	30	2%	-5%
O=C(NCCc1ccccc1)c1c[nH]c2ccc(S(=O)(=O)Nc3ccc(F)cc3F)cc2c1=O	·	·	·	-14%	1%	13%	·	28%	-6%
COC(=O)c1c(C)[nH]c(O)c1C=Nc1ccc(C#N)cc1	-6%	9%	i	2%	-23%	21%	3	-7%	0%

Nothing new here: an excerpt of the list.
SMILES	aSyn yeast inh	GLP1R ag	Akt phos inh	FUS yeast rescue	Abeta yeast res	GLP-1R inv ag	D3 antag	TDP-43 yeast inh	PTHR1 agonist
COc1ccc(S(=O)(=O)N2Cc3ccccc3CC2C(=O)O)cc1 (configuration not stated)	·	-7%	·	16%	9%	2%	9	4%	i
O=C(N/C(=C\c1ccccc1)C(=O)N1CCOCC1)c1ccccc1Cl	3%	-2%	i	4%	-4%	7%	15	16%	i

Carrying on:
SMILES	aSyn yeast inh	GLP1R ag	Akt phos inh	FUS yeast rescue	Abeta yeast res	GLP-1R inv ag	D3 antag	TDP-43 yeast inh	PTHR1 agonist
Cc1nc2ccccc2n1S(=O)(=O)c1ccc(S(=O)(=O)N2CCCCCC2)cc1	7%	6%	i	37%	5%	3%	10	3%	i
O=C(Nc1ccc(OC(F)(F)F)cc1)C1CCCN(S(=O)(=O)c2ccc(Br)s2)C1 (configuration not stated)	·	·	·	-15%	-6%	-6%	·	0%	-32%[inhibitor]
O=C(Nc1cccnc1)c1ccc(Cl)c(S(=O)(=O)N2CCc3ccccc32)c1	-4%	7%	i	14%	12%	8%	-11	1%	-30%[inhibitor]
O=C(NCc1ccncc1)[C@@H]1CCCN1C(=O)[C@H]1CCCN1C(=O)c1cccs1	-4%	2%	i	-17%	3%	20%	-8	18%	-22%
CCCN1C(=O)C(Cc2nc3ccccc3c(=O)n2CC)c2cc(Br)ccc21 (configuration not stated)	·	·	·	32%	-9%	-5%	·	15%	-9%
CCOC(=O)N1CCN(C(=O)C2CCC(CNS(=O)(=O)c3ccccc3)CC2)CC1 (configuration not stated)	5%	-13%	i	10%	-2%	-14%	-1	9%	i
CCC(=O)Nc1ccc2c(c1)ncn2-c1ccccc1	1%	17%	i	1%	3%	6%	15	?	i
Cc1ccc(CNC(=O)CCCNS(=O)(=O)c2cccc3nonc23)cc1	-5%	5%	i	4%	7%	4%	-18	-3%	-41%[inhibitor]
Cc1nn(S(=O)(=O)c2ccc(Cl)cc2)c(C)c1Sc1ccc([N+](=O)[O-])cc1	4%	-21%	i	·	-2%	-1%	6	7%	-45%[inhibitor]
COCCNS(=O)(=O)c1ccc(-c2ccc(S(=O)(=O)NCCOC)cc2)cc1	-3%	-10%	i	15%	1%	0%	44	-6%	-18%
CCc1ccccc1NC(=O)c1ccc2c(SCC(=O)O)c3c(nc2c1)CCC3	·	1%	·	-16%	-5%	-19%	·	8%	i
COc1cccc2cc(C(=O)NCc3ccccc3)c(=N)oc12	-3%	-11%	i	·	-13%	21%	-14	-6%	-7%
N/C(=N\OC(=O)Nc1ccccc1)c1ncc(C(F)(F)F)cc1Cl	-11%	-7%	i	8%	1%	41%[activator]	22	-16%	-14%[57.5 µM]
Cc1ccc(NC(=O)Cn2c(=O)c(CNc3ccccc3)cc3cc4c(cc32)OCCO4)cc1	·	·	·	11%	-24%	3%	·	18%	i
CCCn1c(SCC(=O)NC2CCCCC2)nnc1-c1ccncc1	-1%	6%	i	-1%	-4%	22%	-25	-13%	-14%[57.5 µM]
CCOC(=O)N1CCc2c(sc3c2c(=O)n(-c2ccc(F)cc2)c(=O)n3CC(=O)c2ccccc2)C1	·	·	·	20%	8%	4%	·	8%	1%
COc1ccc(CC(=O)NC2CCSc3ccccc32)cc1OC (configuration not stated)	2%	-5%	i	24%	-2%	2%	-14	22%	i
CC(CN1CCC(n2nccc2NC(=O)C2CCCC2)CC1)c1ccccc1 (configuration not stated)	1%	7%	i	·	9%	-23%	30	-8%	-23%
Cc1ccccc1NC(=O)CCCNC(=O)c1ccc(Cl)cc1	2%	5%	i	26%	0%	-22%	17	-3%	-15%
COc1ccc(CNS(=O)(=O)c2ccc(Br)s2)cc1	9%	14%	i	19%	18%	?	-22	20%	i
Cc1ccc(-c2nn(C)c(=O)c3ccccc23)cc1S(=O)(=O)N1CCOCC1	1%	5%	i	20%	-3%	0%	12	-4%	-11%[57.5 µM]
O=C(O)CCC(=O)Nc1ccc(OCC(=O)O)cc1	0%	4%	i	11%	4%	0%	1	-11%	-18%[57.5 µM]
O=S(=O)(CCSc1nc2ccccc2o1)c1nc2ccccc2s1	-18%	-15%	·	20%	-60%[inhibitor]	-4%	-62*	11µM*	-16%[57.5 µM]
COc1ccc(NC(=S)NNC(=O)c2cccs2)cc1	-9%	1%	i	·	3%	1%	1	?	-6%
CNC(=S)N1CCc2ccccc2C1	0%	-2%	i	4%	0%	6%	10	8%	-71%[inhibitor]
CCOC(=O)[C@]12CCC=C1N(Cc1ccc(Cl)cc1Cl)C(=O)[C@H](CC(=O)NCC13CC4CC(CC(C4)C1)C3)C2	8%	2%	i	32%	4%	?	-18	17%	-34%[inhibitor]
C=CCN1C(=O)C2(OCCCO2)c2cc(CCCC)ccc21	6%	-3%	i	22%	40%	?	5	?	-13%
C[N+](C)(C)C/C=C1/COCO1	-1%	-6%	i	-12%	26%	10%	5	17%	i
COCCNc1nc(Oc2ccc(C(N)=O)cc2)c2sccc2n1	-7%	3%	i	-13%	-15%	55%[activator]	-2	7%	-23%
COCCSc1ccccc1C(=O)Nc1nnc(C)s1	7%	3%	i	-23%	2%	6%	9	-2%	-16%[57.5 µM]
CCOC(=O)C1CCCN(C(=O)c2cc(C(C)(C)C)nn2C)CC1 (configuration not stated)	2%	-4%	i	-13%	7%	-2%	6	21%	-3%
CN(C(=O)COc1ccccc1C(=O)NCc1ccccc1)C1CCS(=O)(=O)C1 (configuration not stated)	-8%	-1%	i	-6%	-3%	-5%	0	-2%	-17%
CCOc1ccc(S(=O)(=O)NC(C)C(=O)NCc2ccccn2)cc1 (configuration not stated)	-3%	4%	i	-1%	-12%	2%	6	-23%	i
O=C(N/N=C/c1ccc[nH]1)c1cccc([N+](=O)[O-])c1	5%	6%	i	33%	-12%	-9%	8	3%	i
CC1(C)C(=O)Nc2ccccc2N1C(=O)COC(=O)Cc1ccc(Cl)c(Cl)c1	19%	9%	i	?	11%	-4%	-7	11%	i
CCOC(=O)C(NC(=O)Nc1ccc(O)cc1)(c1ccccc1)C(F)(F)F (configuration not stated)	7%	0%	i	·	23%	16%	4	23%	-13%
Cn1cccc1C(=O)N1CCN(c2cccc(C(F)(F)F)c2)CC1	3%	-8%	i	29%	16%	-7%	17	?	i
Cc1ccc2c(c1)c(/C=C/c1cc[n+](C)cc1)c(C)n2C	-5%	-4%	i	-19%	-23%	?	-17	-13%	-16%
CC1(C)CC2CC(C)(CN2C(=O)COC(=O)Cn2[nH]c(=O)c3ccccc3c2=O)C1 (configuration not stated)	-6%	9%	i	36%	16%	-4%	-6	-2%	i
O=C(c1ccc(S(=O)(=O)Nc2cccc(C(F)(F)F)c2)cc1)N1CCOCC1	0%	7%	i	12%	1%	0%	-5	-10%	i
CCOC(=O)N1CCN(c2nc(SC)nc3sc4c(c23)CC(C)(C)OC4)CC1	11%	2%	-86%*	-2%	0%	-2%	14	5%	i

This is a subset, so the mix of outcomes need not match the whole.
